Hsp90 inh: displaces geldanamycin probe from tumor Hsp90. P07900. NCI-N417 lysate Hsp90, Cy3B-geldanamycin FP displacement. inhibition, % at 30 µM. actives 0.35% (n = 64,000). AID 429;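 active means inhibition above 50%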;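 further: 0% = tracer plus lysate wells and 100% = tracer alone without lysate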
CatB mixtures: inhibitors of human cathepsin B in compound mixtures; inhibition, %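 (ten-compound pools at 5 µM per compound and 50 µM total)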; actives 0.06% (n = 62,000); AID 488; Purified cathepsin B, AMC dipeptide fluorescence; P07858; in the data active means inhibition above about 22%, passing the limit was not always enough;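 further: 0% = enzyme without compound and 100% = no enzyme blank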
CatB block: human cathepsin B inhibition. purified cathepsin B, fluorogenic substrate, fluorescence. inhibition, %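 (tested at 10 µM)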. actives 0.1% (n = 63,000); in the data active means inhibition above about 21%;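 further: 0% = enzyme with no compound and 100% = no enzyme blank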
Ecoli tolC: growth inhibitors of E. coli BW25113 tolC mutant; AID 573; growth inhibition, % at 10 µM (by protocol); actives 2.2% (n = 65,000); OD615;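 active means growth inhibition at or above a cutoff equal to the mean over every tested compound plus 3 SD, cut at about 60% in these data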;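 further: growth measured after 20 h incubation at 37 °C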
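Test system: E. coli BW25113 ΔtolC::kan bacteria; incubation: 37 °C, 20 h exposure; medium: LB broth supplemented with 50 µg/mL kanamycin; read-out basis: percent growth inhibition; signal: A615 absorbance measurement; compound: 10 µM final, single dose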
MKP-1 inh: inhibitors of human MKP-1 phosphatase; inhibition, %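 (compounds tested at a single concentration somewhere between 10 and 100 µM)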; AID 374; actives 0.15% (n = 65,000); recombinant MKP-1, OMFP hydrolysis fluorescence; P28562;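 active means inhibition above about 50%, limit read from the data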;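 further: 0% = DMSO max control wells and 100% = wells with enzyme stopped by NaOH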
Target sequence (P28562 whole entry, looked up): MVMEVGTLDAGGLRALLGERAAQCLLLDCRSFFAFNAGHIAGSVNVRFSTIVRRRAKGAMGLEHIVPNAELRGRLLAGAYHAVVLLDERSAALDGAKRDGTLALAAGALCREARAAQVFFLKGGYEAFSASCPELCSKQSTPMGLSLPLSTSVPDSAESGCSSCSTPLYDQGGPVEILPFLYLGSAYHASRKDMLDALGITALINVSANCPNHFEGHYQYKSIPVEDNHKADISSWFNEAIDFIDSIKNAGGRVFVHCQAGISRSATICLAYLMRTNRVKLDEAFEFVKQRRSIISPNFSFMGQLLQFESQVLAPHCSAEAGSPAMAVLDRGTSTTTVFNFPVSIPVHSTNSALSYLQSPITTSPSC
D1 allo mod: allosteric modulators of human D1 dopamine receptor. B-score at 10 µM. HEK293 D1, CRE-luciferase, dopamine EC30 potentiation; actives deviate in either direction. AID 641. actives 5.9% (n = 58,000). P21728;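 active means luminescence count or its row- and column-corrected plate score outside the 99.7% band of the plate's sample wells, on either side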
Target sequence (P21728 whole entry, looked up): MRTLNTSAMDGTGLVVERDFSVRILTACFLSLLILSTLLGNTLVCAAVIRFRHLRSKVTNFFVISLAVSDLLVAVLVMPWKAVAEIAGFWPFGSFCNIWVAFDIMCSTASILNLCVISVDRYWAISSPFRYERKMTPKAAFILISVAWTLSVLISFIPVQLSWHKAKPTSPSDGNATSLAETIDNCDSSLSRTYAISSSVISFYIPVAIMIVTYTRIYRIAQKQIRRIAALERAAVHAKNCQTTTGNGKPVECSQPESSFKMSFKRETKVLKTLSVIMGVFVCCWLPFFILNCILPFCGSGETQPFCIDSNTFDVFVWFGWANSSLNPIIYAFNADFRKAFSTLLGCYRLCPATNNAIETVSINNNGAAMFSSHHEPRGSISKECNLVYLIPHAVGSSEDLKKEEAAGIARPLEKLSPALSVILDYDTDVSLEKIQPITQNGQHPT
AP complement: alternative pathway complement inhibition, orthogonal assay. Human serum alternative complement pathway, LPS-coated ELISA, C3 deposition; tested in compound mixtures. inhibition, % at 5 µM. actives 0.08% (n = 62,000);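 active means inhibition above 30% in each of the two pooled mixtures holding the compound, so the lower value exceeds 30%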;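 further: 0% = serum in Mg-EGTA without compound and 100% = EDTA serum blank; some compounds past the cut are filed as inactive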
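Assay system: Human serum alternative complement pathway, C3 deposition on LPS-coated wells | Incubation: 1 h serum-compound exposure at 37 °C | Doses: 5 µM per compound in ten-compound mixtures | Read-out: Percent inhibition | Technique: ELISA with HRP anti-human C3 antibody, TMB substrate, absorbance 450 nm | Replication: Two pool placements per compound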
Ec RNAP inh: Escherichia coli RNA polymerase inhibition; P0A8V2; E. coli RNA polymerase, fluorescence transcription assay; inhibition, %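 (tested at 10 µM)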; actives 0.2% (n = 62,000); AID 559; in the data active means inhibition above about 20%;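 further: 0% = enzyme without compound and 100% = no enzyme blank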
Cdc25B block: human M-phase inducer phosphatase 2 inhibition; P30305; recombinant Cdc25B, OMFP fluorescence Ex485/Em525; inhibition, %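 (compounds tested at 10 µM final in the well)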; actives 0.1% (n = 65,000); AID 368; in the data active means inhibition above about 50%
An asterisk follows results filed as active; / = not tested or not shown.

Below each SMILES: AP complement	Cdc25B block	CatB block	Ecoli tolC	MKP-1 inh	Ec RNAP inh	Hsp90 inh	CatB mixtures	D1 allo mod
Cn1c(NC(=O)c2ccc(C(C)(C)C)cc2)cc(=O)n(C)c1=O
 : 17	-3	0	1	12	-1	-2	6	0.2
Cc1cccc(NC(=O)C2CCCN2S(=O)(=O)c2cccc3cccnc23)c1 (stereo not drawn)
 : 12	-1	0	11	4	12	-7	3	0.72
Cn1c(Cn2nnc3ccccc32)nnc1SCC(=O)N1c2ccccc2CCc2ccccc21
 : 0	4	-5	7	18	7	-2	0	0.9
COC(=O)c1[nH]c2ccc(C)cc2c1NC(=O)Nc1ccccc1OC
 : -2	2	3	2	25	3	-7	6	-1.1
CCOC(=O)c1c(NC(=O)OC)sc(C(=O)N(C)C)c1C
 : 14	-6	2	-4	-12	12	-1	7	4.1*
O=C1C(C=NCCCn2ccnc2)=C(O)c2ccccc21
 : 14	1	-2	-9	2	4	-1	6	-1
O=C(O)C1CC(=O)n2c(nc3ccccc32)S1 (stereo not drawn)
 : 8	7	2	8	-28	10	1	1	-0.054
Cc1ccccc1CS(=O)(=O)CCC(=O)NCCCN1CCN(c2ccccc2F)CC1
 : 18	2	-1	-13	6	-1	1	-5	-3.1
Cn1c(N2CCN(C(=O)Nc3ccc(C(F)(F)F)cc3)CC2)nc2ccccc21
 : 21	-7	-2	6	3	6	-1	1	-1.2
CC(=O)N1CCN(S(=O)(=O)c2ccc(C)cc2)C1c1ccc(N(C)C)cc1 (stereo not drawn)
 : 24	-19	-4	1	16	-1	/	5	-0.036
O=C(CCCn1c(=O)c2ccccc2n(CC(=O)NCc2ccco2)c1=O)NCc1ccco1
 : 13	-3	-1	-11	3	1	-3	2	/
CC(C)c1ccc(N2CC(C(=O)Nc3nccs3)CC2=O)cc1 (stereo not drawn)
 : 1	4	6	10	16	10	2	1	-0.85
COc1ccccc1NC(=O)N(Cc1ccc2c(c1)OCO2)Cc1nc2ccccc2c(=O)[nH]1
 : 30	-16	1	-19	-9	-1	-1	2	4.9*
O=C(NCC1CCCO1)C(C(=O)c1ccccc1)n1cc(Cl)ccc1=O (stereo not drawn)
 : 18	-6	1	25	-19	-2	-2	2	-0.05
CCOC(=O)Nc1ccc(OC)cc1S(=O)(=O)N1CCCCC1
 : 10	-3	1	-11	4	2	2	-7	-1.2

Quoted from the entries so far, five compounds:
Below each SMILES: AP complement	Cdc25B block	CatB block	Ecoli tolC	MKP-1 inh	Ec RNAP inh	Hsp90 inh	CatB mixtures	D1 allo mod
O=C(CCCn1c(=O)c2ccccc2n(CC(=O)NCc2ccco2)c1=O)NCc1ccco1
 : 13	-3	-1	-11	3	1	-3	2	/
CC(C)c1ccc(N2CC(C(=O)Nc3nccs3)CC2=O)cc1 (stereo not drawn)
 : 1	4	6	10	16	10	2	1	-0.85
COc1ccccc1NC(=O)N(Cc1ccc2c(c1)OCO2)Cc1nc2ccccc2c(=O)[nH]1
 : 30	-16	1	-19	-9	-1	-1	2	4.9*
O=C(NCC1CCCO1)C(C(=O)c1ccccc1)n1cc(Cl)ccc1=O (stereo not drawn)
 : 18	-6	1	25	-19	-2	-2	2	-0.05
CCOC(=O)Nc1ccc(OC)cc1S(=O)(=O)N1CCCCC1
 : 10	-3	1	-11	4	2	2	-7	-1.2

Next structures:
Below each SMILES: AP complement	Cdc25B block	CatB block	Ecoli tolC	MKP-1 inh	Ec RNAP inh	Hsp90 inh	CatB mixtures	D1 allo mod
CCOc1cc(C)c(C(C)C)cc1S(=O)(=O)NCc1ccccn1
 : 28	-2	-2	9	6	2	0	10	-0.0081
CCn1c(SCC(=O)Nc2ccc(C(=O)OC)cc2)nnc1-c1cccs1
 : 13	0	-1	-5	-3	12	-5	40	-0.21
O=C(CSc1nc2ccccc2[nH]1)c1cccs1
 : 13	0	/	17	-25	-1	-7	-3	-0.59
CCSc1nc(-c2cccs2)nc2c1c(=O)n(C)c(=O)n2C
 : 11	-3	-3	-7	-9	1	0	1	0.52
O=C(CN1CCCCCC1)Nc1ccc(F)c(F)c1F
 : 7	5	0	-22	22	9	-4	1	1.1
COc1ccc(CCNC(=O)Cc2nn(C)c(=O)c3ccccc23)cc1OC
 : 0	-3	4	4	4	9	-6	-2	0.32
CCCOc1ccc2oc(=O)c3c(c2c1)CCCN3C(=O)CN(C)Cc1ccccc1
 : 11	-13	-7	21	5	-1	0	10	-0.0071
Cc1nnc(SCC(=O)NC(C)c2ccccc2)[nH]c1=O (stereo not drawn)
 : 17	2	0	-23	9	1	-6	-2	-0.5
COc1ccccc1N(CC(=O)NCc1ccccn1)S(C)(=O)=O
 : 6	-2	1	-13	-3	9	-1	8	-0.78
COc1ccc(-c2[nH]ncc2-c2ccc3c(c2)OCCO3)c(O)c1
 : 7	18	4	98*	-11	9	0	2	-0.97
CCOC(=O)CNC(=O)Cn1cnc2sc(C)c(S(=O)(=O)N3CCC(C)CC3)c2c1=O
 : 4	/	-1	-6	/	7	/	7	0.15
O=C(CSc1nnnn1Cc1ccccc1)N1CCN(c2ccccc2)CC1
 : 4	-14	2	14	2	5	-1	-2	-0.28
CC(=O)Nc1ccc(NS(=O)(=O)c2cc(C)sc2C)cc1
 : 12	8	3	-27	0	3	44	6	-0.48
CCCCc1c(O)c2ccccc2[nH]c1=O
 : 4	-11	4	-2	-18	6	3	-8	-0.021
Cc1ccc(O)c(-c2cc3ccccc3[nH]2)c1
 : 10	-6	1	100*	-5	8	-3	3	0.76
Cc1cccc(-c2nc3ccccc3c3nncn23)c1
 : 12	-5	3	8	13	/	-1	0	14*
COc1ccc(Nc2cc(C)nc3ncnn23)c(OC)c1
 : 7	1	0	-19	15	3	-2	3	-0.15
Cc1cc(C)cc(NC(=O)Cn2ncn3c(cc4ccccc43)c2=O)c1
 : 8	-5	2	-2	34	2	-2	3	-1.1
CN1CC(=O)NC1=NC(=O)C12CC3CC(CC(C3)C1)C2
 : 8	-2	4	22	-6	0	1	3	-0.43
COC(=O)c1ccc(Cl)c(NC(=O)CN2CCOCC2)c1
 : 16	-4	4	-3	0	4	-2	-1	0.075
O=C(CSc1nnc(CNC(=O)c2cccs2)o1)c1ccc(Cl)cc1
 : 12	-10	2	3	1	2	-4	0	0.98
CCOC(=O)c1[nH]c2cc3c(cc2c1NC(=O)CN1CCCCC1C)OCO3 (stereo not drawn)
 : /	-25	1	12	-24	5	0	/	/
Cn1c(SCC(=O)NCc2ccc3c(c2)OCO3)nnc1-c1cccs1
 : 2	-2	-2	-14	-9	6	-3	2	-0.07
CCOc1ccc(NC(=O)CSc2nc3cccnc3n2CCOC)cc1
 : 7	-1	-1	-5	-15	7	-3	-2	-0.042
COC(=O)[C@H](CCSC)NC(=O)Nc1ccc(C(C)C)cc1
 : -2	-1	5	-4	-27	12	0	4	-0.0041
c1ccc2c(c1)OCC(CNc1ncnc3nc[nH]c13)O2 (stereo not drawn)
 : 20	-9	3	-9	6	6	-2	3	/
CC(=Nc1ccc(O)cc1)c1sc2ccccc2c1O
 : 12	-15	2	100*	-14	10	-6	2	-0.58
O=C(O)C1CC(c2ccccc2F)=NO1 (stereo not drawn)
 : 7	2	1	-29	18	/	-2	5	-0.52
COc1ccccc1-c1nnc2n1N=C(C(C)(C)C)CS2
 : 1	7	0	-2	-20	6	2	-1	4*
Cn1c(=O)oc2cc(S(=O)(=O)N3CCOCC3)ccc21
 : 6	-8	4	-12	10	5	0	-18	-0.35
C=CCn1c(Sc2nnc(C)s2)nc2c1c(=O)[nH]c(=O)n2C
 : 5	-8	-7	-12	2	4	-1	3	1.5
COc1ccccc1N1CCN(C(=O)c2nn(-c3ccccc3OC)c(=O)c3ccccc23)CC1
 : 8	-8	4	5	21	1	-1	-1	0.079
CN1C(=O)CC(N2CCC(c3nc4ccccc4s3)CC2)C1=O (stereo not drawn)
 : 14	-6	-1	-7	-1	12	-12	4	/
CCn1c(SCc2nc3ccccc3s2)nnc1-c1cccs1
 : 8	-1	0	15	-1	4	-7	2	0.075
O=C(CC1SC(=Nc2ccccc2)N(CCCCO)C1=O)NCc1ccccc1 (stereo not drawn)
 : -4	-1	2	-3	-1	8	-1	-2	/
Cc1nnc2n1N=CC=C(c1ccccc1)S2
 : 4	-13	1	2	0	2	-1	1	2.1
CN(C)c1ccc(C(=O)Nc2nc3c(s2)CCCC3)cc1
 : 8	-7	-1	34	7	1	-2	0	-6*
CCOC(=O)c1sc(NC(=O)C2CCCO2)c(C(=O)OC)c1C (stereo not drawn)
 : -4	-2	-4	-12	13	8	-4	2	0.54
CCCCCOC(=O)CSc1nc2c(c(=O)[nH]c(=O)n2C)n1Cc1ccc(Cl)cc1
 : 18	-25	-2	9	4	3	1	6	0.11
CCOC(=O)CSc1nnc(-c2c[nH]c3ccccc23)n1CC
 : 17	-9	0	5	1	0	-1	0	-1.2
Cc1ccc(S(=O)(=O)N2CCC(C(=O)Nc3nnc(COc4ccccc4)s3)CC2)cc1
 : 8	-7	5	-9	-21	6	1	-7	-0.93
COc1ccc(OC)c(NC(=O)c2ccc(CN3CCOCC3)cc2)c1
 : 14	11	-2	-13	6	9	0	6	-0.79
COc1ccc(NC(=O)CSc2nnc(-c3ccncc3)n2CC2CCCO2)c(OC)c1 (stereo not drawn)
 : 15	-5	-4	-15	11	0	0	-7	0.41
Cn1ccnc1Sc1nc(Nc2cccc(Cl)c2)nc(N2CCOCC2)n1
 : 13	-8	0	7	18	9	0	3	8.4*
O=C(Nc1nccs1)C1CCCN1S(=O)(=O)c1ccc(F)cc1 (stereo not drawn)
 : 5	2	0	-5	6	-3	-7	-2	-0.3
c1ccc2c3nnc4n(c-3nc2c1)CCCS4
 : -1	-3	-1	-36	10	9	-20	-13	-2
Cc1cc(C)n2nc(C(=O)OCC(=O)Nc3ccc4c(c3)OCO4)nc2n1
 : -8	-9	-2	-17	-2	-1	4	1	-4.9*
O=C(CCC(=O)c1cccs1)OCC(=O)c1ccc(Cl)s1
 : 6	-5	6	7	28	2	-2	2	0.57
O=C(NC1CCCc2ccccc21)C1CCN(S(=O)(=O)c2cnc[nH]2)CC1 (stereo not drawn)
 : -3	-8	1	-21	-2	-7	-2	3	0.39
O=C(O)CCSCC(=O)Nc1c(C(=O)C2CC2)oc2ccccc12
 : 15	13	1	/	25	3	1	-10	8.3*
Cc1ccc(C(=O)NCC(=O)O)cc1S(=O)(=O)N1CCCCC1
 : 20	1	7	-12	0	4	-2	2	0.013
CCc1nnc(NC(=O)CSc2nc3c(c(=O)n2-c2ccccc2OC)SCC3)s1
 : 0	-10	5	12	18	9	/	5	0.85
Cc1cc2cc(CNC(=O)c3ccc(S(=O)(=O)N4CCOCC4)cc3)ccc2[nH]1
 : 21	0	0	18	13	7	-3	1	0.13
COc1ccc(CNC(=O)C2CCN(S(=O)(=O)c3cc(OC)ccc3OC)CC2)cc1
 : 9	-4	-5	-4	7	1	-4	1	-0.26
Cc1nn(C(C)(C)C)c(OC(=O)c2ccc3c(c2)OCO3)c1S(=O)(=O)c1ccccc1
 : 11	-8	2	16	4	2	-2	4	-0.99
COc1ccc(C(O)P(=O)(OC2CCCCC2)c2ccc(N(C)C)cc2)cc1OC (stereo not drawn)
 : -4	4	-2	17	10	6	-3	-8	-0.027
O=C(Nc1ccc(N2CCOCC2)c(Cl)c1)c1ncn[nH]1
 : 5	-12	-1	-17	0	-3	0	1	-0.15
C=CCOC(=O)C(C#N)c1nc2ccccc2nc1N1CCN(c2ccccc2OC)CC1 (stereo not drawn)
 : 3	-12	0	5	24	10	-2	5	1.4
Cc1nc(CCNC(=O)c2cccs2)cs1
 : /	-9	/	-3	0	/	-2	/	0.37
CC(C)CCNC(=O)C(C)N(C(=O)Cn1nnc(-c2ccc(F)cc2)n1)C1CCCC1 (stereo not drawn)
 : -6	-6	4	1	-10	7	-1	1	0.91

Hits appear at their usual frequency. Share with any hit: about 7.6%.
